IMPase cell inh: IMPase inhibition in cells; inhibition (IP1 accumulation), % at 46.1 µM; CHO-M1 cells, IP1 accumulation, HTRF TR-FRET ratio; 120,000 tested, under 10 active; active = well fitted curve in the direction sought with a large enough effect in the signal ratio, not every such curve was filed as active; inconclusive = small, poorly fitted or top-dose-only effect, or a change in a side signal; inactive = no such curve, though single readings can be large or run the other way; the % refers to the signal ratio;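 also: cells stimulated with carbachol in lithium chloride buffer; plate controls were DMSO basal wells for no effect and reference inhibitor wells for full effect; higher means more IMPase inhibition seen as more IP1 and lower FRET ratio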
Target sequence (P97697 whole entry, looked up): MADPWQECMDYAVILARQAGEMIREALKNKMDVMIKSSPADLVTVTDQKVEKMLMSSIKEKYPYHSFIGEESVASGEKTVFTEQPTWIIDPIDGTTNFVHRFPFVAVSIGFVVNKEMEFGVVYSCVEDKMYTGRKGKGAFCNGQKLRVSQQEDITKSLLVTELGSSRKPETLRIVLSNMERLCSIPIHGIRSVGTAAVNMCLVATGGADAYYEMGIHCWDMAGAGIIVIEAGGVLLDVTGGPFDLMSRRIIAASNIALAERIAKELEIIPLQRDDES
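Seeded CHO-M1 cells were dosed with compound at up to 46 uM, stimulated with carbachol for 30 min, then lysed in IP-One detection reagents. Higher IP1 lowers the TR-FRET signal.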
PNC assembly inh: blocks assembly of the perinucleolar compartment; PC3M PTB-GFP, PNC prevalence imaging, 16 h; stronger effect = lower value; activity change (PNC), negative = inhibition, % at 10 µM; 140,000 compounds, 3.1% hits; AID 2417;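 active = readout at or below -70, meaning at least 70% loss of cells showing the perinucleolar compartment, a nuclear body marking cancer cells; inconclusive = readout between -30 and a set limit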;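 also: plate controls were DMSO wells for no effect and camptothecin positive control wells for full effect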
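Read-out is percentage of cells bearing a perinucleolar compartment, from automated 20x imaging of fixed, Hoechst-stained PC3M PTB-GFP cells. Cells were seeded 4 h, then exposed 16 h to compound (23 nl of library stock) in duplicate plates.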
ALOX15B inhib: blocks human 15-lipoxygenase 2 activity. purified 15hLO-2, xylenol orange hydroperoxide absorbance. Potency, µM (highest dose often 57.1 µM), inactives show at the highest dose activity change, negative = inhibition, most hits filed as inhibitors. AID 881. 110,000 compounds, 0.56% hits; also: potency is read from the fitted curve at half-maximal effect; nearly all actives have a fitted effect of over 60% in size; many of its hits are not listed in these tables
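Enzyme 50 nM, AA 45 uM, 25 mM Hepes pH 7.5 + 0.01% Triton X-100; cpd preinc 15 min RT, rxn 90 min RT; stop/detect with 200 uM XO + 300 uM Fe(II) in 50 mM H2SO4, 30 min; A573/A405.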
12-hLO inh: inhibitors of human 12-lipoxygenase (ALOX12). P18054. purified 12-hLO, xylenol orange hydroperoxide absorbance. Potency, µM (doses to about 57.1 µM), for inactives: at the highest dose activity change, negative = inhibition, actives largely listed as inhibitors. 150,000 compounds, 0.12% hits. AID 1452; also: potency is read from the fitted curve at half-maximal effect; nearly all actives have a fitted effect of over 55% in size; many of its hits are not listed in these tables
Target sequence (P18054 whole entry, looked up): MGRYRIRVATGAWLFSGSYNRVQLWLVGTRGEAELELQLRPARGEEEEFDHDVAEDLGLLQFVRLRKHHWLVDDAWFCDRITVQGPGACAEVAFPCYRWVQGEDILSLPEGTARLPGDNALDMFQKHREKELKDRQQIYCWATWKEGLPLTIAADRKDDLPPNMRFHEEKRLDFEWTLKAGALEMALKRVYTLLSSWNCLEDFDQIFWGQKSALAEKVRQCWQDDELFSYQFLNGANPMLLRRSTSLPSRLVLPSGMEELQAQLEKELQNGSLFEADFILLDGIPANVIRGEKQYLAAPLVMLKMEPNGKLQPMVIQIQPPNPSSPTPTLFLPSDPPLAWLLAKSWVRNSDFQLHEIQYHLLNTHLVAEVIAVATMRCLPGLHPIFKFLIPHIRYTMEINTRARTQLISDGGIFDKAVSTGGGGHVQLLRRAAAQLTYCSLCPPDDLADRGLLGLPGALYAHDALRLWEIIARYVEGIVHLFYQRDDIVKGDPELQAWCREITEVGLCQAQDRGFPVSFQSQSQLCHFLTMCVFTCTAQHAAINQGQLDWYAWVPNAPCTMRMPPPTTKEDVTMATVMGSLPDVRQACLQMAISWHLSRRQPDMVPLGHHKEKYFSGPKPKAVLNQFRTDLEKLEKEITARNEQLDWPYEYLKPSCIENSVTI
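Xylenol orange chromogenic assay: hydroperoxide from 12hLO oxidises Fe(II), giving red-shifted Fe(III)-XO absorbance. Conditions: 150 nM enzyme, 40 uM arachidonic acid, 25 mM Hepes pH 7.0, 0.01% Triton X-100, 30 min, room temperature.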
Active calls of the source: *; ? = inconclusive; / = not tested or not shown; [ ] = dose if it differs, or a comment. Unless noted, calls follow the shape of the dose curve; as a rule, active = well fitted curve in the direction sought with a large enough effect; inconclusive = small, poorly fitted or top-dose-only effect, or another doubt; inactive = no such curve, though single readings can be large; an effect the other way counts as inactive or inconclusive. Unless noted, % is scaled to controls: 0 for no effect and ±100 for the full control effect. Some of the compounds tested; rates above refer to the full screens.

SMILES	IMPase cell inh	PNC assembly inh	ALOX15B inhib	12-hLO inh
CCN(CC)S(=O)(=O)c1ccc2c(c1)nc(SC(C)C(N)=O)n2-c1ccc(OC)cc1 (configuration not stated)	3	?	-6%	-5%
CCCCCn1c(SCC(=O)OCC)nc2cc(C(=O)N3CCC(C(N)=O)CC3)ccc2c1=O	?	5	2%	-2%
O=C(CCc1ccccc1)Nc1ccc(NC(=O)c2ccco2)nc1	3	?	6%	4%
Cc1ccc(S(=O)(=O)NC(=O)c2cc(C)n(-c3cc(S(=O)(=O)N4CCOCC4)ccc3N3CCCC3)c2C)cc1	0	-1	?	-2%
O=C(NCCC1=CCCCC1)NC1CCCCC1	-6	135	/	6%
O=C(/C=C/c1ccccc1)Nn1cnc2ccccc2c1=O	4	16	/	-3%
CC(=O)Nc1cccc(C(=O)N/N=C/c2ccc(F)cc2)c1	/	15	/	-2%
O=C(Cc1ccccc1)NCCS(=O)c1ccc(Cl)cc1 (configuration not stated)	-4	18	-11%	-3%
CCC(C)(C)C1CCC(=NNc2nc3ccccc3[nH]2)CC1 (configuration not stated)	/	-12	/	-1%
Cc1ccc2nc3c(cc2c1)CN(Cc1ccco1)C(=NCC1CCCO1)S3 (configuration not stated)	7	12	-20%	-1%
COc1ccc(CNCCNC(=O)c2nonc2N)cc1OC	1	48	/	-3%
COc1cc2c(cc1OC)CN(CC(=O)Nc1ccc3c(c1)OCO3)CC2	2	-24	-3%	-7%
O=C(CCCOc1ccc(Cl)cc1Cl)N/N=C/c1cccc([N+](=O)[O-])c1	?	-7	/	-2%
Cc1cccc(NC(=O)c2ccccc2Br)n1	5	57	-13%	-8%
Cc1ccc2c(C(=O)CN3CCOCC3)c(C)[nH]c2c1	2	-29	1%	0%

Looked up by compound from above, 2 records:
SMILES	IMPase cell inh	PNC assembly inh	ALOX15B inhib	12-hLO inh
CCC(C)(C)C1CCC(=NNc2nc3ccccc3[nH]2)CC1 (configuration not stated)	/	-12	/	-1%
O=C(CCc1ccccc1)Nc1ccc(NC(=O)c2ccco2)nc1	3	?	6%	4%

(further entries)
SMILES	IMPase cell inh	PNC assembly inh	ALOX15B inhib	12-hLO inh
O=S(=O)(Cc1ccccc1Cl)Nc1ccccn1	9	35	-1%	3%
OCCN(Cc1ccccc1)CC1CC2C=CC1C2 (configuration not stated)	7	-29	-9%	-4%
CCOC(=O)c1c(NC(=O)C(C)N2CCN(S(=O)(=O)c3cccs3)CC2)sc2c1CCC(C)C2 (configuration not stated)	/	-28	/	-1%
COc1ccc(NC(=O)C2CCCN(S(=O)(=O)c3c(C)n[nH]c3C)C2)cc1 (configuration not stated)	1	-15	-4%	-5%
COc1ccc(Cc2nc(C(=O)Nc3ccc(OC)cc3)cs2)cc1	2	?	-1%	?
Cc1nnc(SCC(=O)N2CCOCC2)n1C	7	?	5%	-2%
C#CC[N+](C)(C)CCCCCCCCCCCC	/	?	/	0%
C=C1N(c2ccc(Cl)cc2)C(=O)OC1(C)C	1	-16	-1%	1%
CC(Sc1nc(N)cc(=O)[nH]1)C(=O)NC1CCCCC1 (configuration not stated)	6	?	-5%	2%
CCc1cccc2c(C(=O)COC(=O)/C=C/c3ccccc3OC)c[nH]c12	-3	-12	/	2%
CCOC(=O)C1=C(c2ccccc2)NC(=S)NC1c1cccc([N+](=O)[O-])c1 (configuration not stated)	-4	-20	/	-17%
Cc1cc(Br)ccc1NC(=O)CCN1C(=O)c2ccncc2C1=O	0	22	0%	0%
Cc1nc2ccccc2c(=O)n1N	-2	-23	2%	10%
Cc1cc(NC(=O)Cn2cnc3c(cnn3C(C)(C)C)c2=O)no1	-5[1.84 µM]	13	/	2%
C=CCn1c(SCC(=O)O)nnc1-c1cccc(Cl)c1	-5	-4	-2%	2%
Cc1ccc(S(=O)(=O)N(C)c2ccc(OCC(=O)Nc3nc(-c4ccccc4)cs3)cc2)cc1	/	?	/	1%
COC(=O)c1cc(NC2c3ccccc3C(=O)N2c2cccnc2)cc(C(=O)OC)c1 (configuration not stated)	-2	-22	/	-2%
O=c1oc2c(CN3CCOCC3)c(O)c(Cl)cc2c2c1CCC2	-9	?	-12%	-5%
O=C(O)c1ccc2c3c(ncnc13)-c1ccccc1C2=O	6	6	?	-28%
COc1ccc(CN(C(=O)CSc2nnc(-c3ccccc3C)o2)c2ccc(F)cc2)cc1	12	72	/	-4%
CNCc1ccccc1Sc1ccc(OC)c(OC)c1	-4	-24	17%	1%
CCOC(=O)C1CCN(C(=O)c2cccnc2)CC1	1	-15	-11%	6%
CCn1c(CSc2nc3ccccc3s2)nnc1SCC(=O)OC(C)(C)C	6	19	-8%	2%
Cc1[nH]c(=O)[nH]c1C(=O)CCCCC(=O)O	-1	?	/	0%
CC(C)N1CCc2c(sc(NC(=S)NC(=O)c3ccccc3)c2C#N)C1	12	?	/	-28%
COc1cccc(NC(=O)C2CCN(S(C)(=O)=O)CC2)c1	5	-5	-2%	0%
COc1ccc(/C=C2\SC(=O)N(CCNC(=O)Cc3coc4cc(C)ccc34)C2=O)cc1OC	/	?	/	-3%
Cn1c(COc2ccccc2)nnc1SCC(=O)Nc1ccc2c(c1)OCO2	1	-8	6%	-8%
N#CCC(=O)N1CCCCCC1	1	12	3%	-3%
C/C=C/c1ccc(OCCN2CCc3ccccc3C2)c(OC)c1	/	9	/	3%
COc1ccc(-c2cc(C(=O)NN)n(-c3ccccc3)n2)cc1	3	14	/	2%
COc1ccc(CCC(=O)Nc2ccc3c(c2)OCCO3)cc1	-1	?	0%	-8%
CCOC(=O)c1c(NC(=O)CC)sc(C(=O)N2CCCCC2)c1C	7	61	-9%	0%
CCn1c(Cn2nnc(-c3ccccc3)n2)nnc1SCC(=O)N1CCOCC1	9	?	-1%	-2%
CSc1ccc(C(=O)/C=C/c2ccc(N)cc2)cc1	/	?	/	-7%
O=C(Nc1ccccc1)c1cnc2ccccc2n1	/	-114*	/	1%
CN1CCN(C(=O)c2cc3ccccc3oc2=O)CC1	7	3	0%	-8%
CCOC(=O)C(=CNc1ccc(C)cc1C)C(=O)OCC	12	-22	7%	1%
CN(C(=O)COc1ccccc1)c1nnc(-c2ccncc2)s1	-3	22	/	-3%
COc1cccc(C(CC(=O)Nc2cccc3ccccc23)NC(=O)c2ccccc2)c1 (configuration not stated)	10	?	-14%	-3%
CCCn1c(C)nc2c(Nc3ccccc3)nc(C)nc21	/	/	11%	-3%
Cc1ccc(-n2ncc3c(=O)[nH]c(SCC(=O)N4CCN(c5ccccc5)CC4)nc32)cc1	?	1	/	-2%
CCNC(=S)N/N=C(\C)c1ccc(Cl)s1	/	-13	/	?
Cc1ccc(OCC(=O)Nc2ccc3c(c2)OCO3)c([N+](=O)[O-])n1	/	13	/	-11%
C=CCn1c(CSc2nc3ccccc3s2)nnc1SCC(=O)NCc1ccco1	1	-24	-10%	-6%
Cc1ccc(NC(=O)Nc2ccc3c(c2)N(C)C(=O)CS3)nc1	/	21	/	-5%
CC1(C)Cc2c(c(-c3ccccc3)nc(N3CCCC3)c2C(N)=O)CO1	-2	?	0%	7%
O=C(O)/C=C/C(=O)NNC(=O)c1ccc(Br)cc1	1	-16	/	-4%
CC(C)C(=O)Nc1ccc(NC(=O)c2cc3ccccc3o2)cc1	-8	58	2%	0%
COc1ccc(S(=O)(=O)NCCSC(C)(C)C)c(Cl)c1Cl	-1	-8	-10%	-13%
CC(=O)Nc1ccc(S(=O)(=O)N2CCSC2c2ccccc2)cc1 (configuration not stated)	3	-10	4%	3%
Cn1c(N)c(C(c2ccccc2)c2c(N)n(C)c(=O)n(C)c2=O)c(=O)n(C)c1=O	/	-27	/	-1%
CC/C(=N\NC(=O)c1ccc(N(C)C)cc1)c1ccccc1	/	32	/	-2%
COC1OC2COC(c3ccccc3)OC2C(O)C1O (configuration not stated)	2	/	1%	1%
CCOC(=O)c1ccc(Nc2cc(C)nc3nc(C)nn23)cc1	/	?	/	2%
CC(C)Cc1cc(C(=O)NCc2cccnc2)no1	-7	?	2%	8%
O=C(CC1COc2ccccc2O1)NC1CCCCC1 (configuration not stated)	8	-9	-3%	-1%
CC1CCCCC1NC(=O)Cn1nnc(-c2ccc(Cl)cc2)n1 (configuration not stated)	-2	?	-4%	1%
CCOc1ccc(/C=C/C(=O)c2cc(Br)ccc(=O)c2O)cc1	/	?	/	-17%
COCCN1Cc2cccc(C(=O)Nc3cccnc3)c2C1=O	3	?	-4%	2%

Next compounds.
SMILES	IMPase cell inh	PNC assembly inh	ALOX15B inhib	12-hLO inh
COC(=O)c1ccc(CN2[C@H](C(=O)OC)C[C@@]3(O)[C@H](O)[C@H](O)[C@H](O)C[C@@H]23)cc1	/	/	6%	4%
CCC1Oc2ccc(C)cc2N(Cc2cccc(C)c2)C1=O (configuration not stated)	2	2	4%	-9%
Cc1cc(-c2ccccc2C(=O)O)on1	1	?	0%	-3%
Cc1nn(-c2ccccc2)c2c1C(c1c(C)[nH]c(C#N)c1C)C(C#N)=C(N)O2 (configuration not stated)	17	?	-18%	-16%
CC(C)(C)NS(=O)(=O)c1ccc(NC(=O)C(Sc2ccccc2)c2ccccc2)cc1 (configuration not stated)	9	9	-3%	-7%
c1ccc(C2NCCn3cccc32)cc1 (configuration not stated)	-6	-11	13%	-1%
C[N+](C)(C)C/C=C1/COCO1	-4	8	9%	-3%
CNC(=O)[C@H]1O[C@H](n2cnc3c(NCc4cccc(I)c4)ncnc32)[C@@H](O)[C@@H]1O	-11	/	7%	-2%
CCCNC(=O)COc1ccccc1[N+](=O)[O-]	-6	?	/	-1%
CCCc1nnc(NC(=O)c2ccncc2)s1	1	50	-2%	1%
COC(=O)CCC(=O)NC(=S)Nc1c(C)cccc1C	-1	-2	/	-5%
O=C(OCC(=O)c1ccc(Cl)s1)c1ccccn1	-22	10	/	-2%
Cc1ccc(C(=O)Nc2cc3c(cc2Cl)OCCCO3)cc1	2	34	-1%	4%
Oc1ccc(O)c(-c2cnns2)c1	/	-20	/	-7%
COc1ccc(Cc2ccc(OC)c(N)c2)cc1N	11	?	-1%	5%
CCc1c(C)sc(NC(=O)c2cc(C)no2)c1C#N	-7	33	-10%	1%
O=C(COC(=O)c1ccc(NS(=O)(=O)c2ccc3c(c2)OCCO3)cc1)NC1CC1	0	44	0%	-4%
O=C(c1ccc(Cn2c(=O)[nH]c3ccccc3c2=O)cc1)N1CCN(c2ccccc2)CC1	-16	-16	-6%	-11%
O=C(Nc1ccc2c(c1)OCO2)C1(S(=O)(=O)c2ccc(Cl)cc2)CC1	2	-24	-11%	-9%
COc1ccc(CCNS(=O)(=O)c2ccc3c(c2)n(C)c(=O)c(=O)n3C)cc1OC	-5	2	-4%	0%
CN(C1CCCCC1)S(=O)(=O)c1ccc2c(c1)c(=O)c(C(=O)N1CCc3ccccc3C1)cn2C	2	?	0%	-3%
COc1ccccc1NC(=O)NC(N)=O	1	?	1%	6%
Cc1scc(C(=O)O)c1-c1c(C(=O)O)csc1C	/	-19	/	6%
Cn1c(SCc2ccccc2)nnc1-c1cnccn1	-1	4	-3%	5%
N#Cc1c(N)oc(-c2ccc3c(c2)OCO3)c1-c1ccc2c(c1)OCO2	-1	0	-28%	?
CC(C)(C)NC(=O)Cn1c(SCC(=O)Nc2nccs2)nc2ccccc21	/	-26	/	-2%
CCOC(=O)c1oc2nc(C(C)C)c3c(c2c1N)CC(C)(C)OC3	?	9	6%	-1%
CSc1nc2cc(F)c(F)cc2n1C	-3	-30	2%	-1%

Results in IMPase cell inh, PNC assembly inh and 12-hLO inh, for some of the entries so far:
smiles	IMPase cell inh	PNC assembly inh	12-hLO inh
CN(C1CCCCC1)S(=O)(=O)c1ccc2c(c1)c(=O)c(C(=O)N1CCc3ccccc3C1)cn2C	2	?	-3%
COc1ccccc1NC(=O)NC(N)=O	1	?	6%
Cc1scc(C(=O)O)c1-c1c(C(=O)O)csc1C	/	-19	6%
Cn1c(SCc2ccccc2)nnc1-c1cnccn1	-1	4	5%
N#Cc1c(N)oc(-c2ccc3c(c2)OCO3)c1-c1ccc2c(c1)OCO2	-1	0	?

Screens: PubChem, National Center for Advancing Translational Sciences (NCATS)
